# MC4R antagonist: antagonists of human melanocortin 4 receptor (MC4R). MC4R-expressing cells, MTII-stimulated cAMP, LANCE TR-FRET. inhibition, % at 6.5 µM. 360,000 compounds, 0.48% hits. AID 540295;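 active = inhibition above its plate's cutoff, the mean of tested wells on that plate plus 3 SD, cut at about 29% in these data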;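 note: 0% = Melanotan II alone and 100% = Melanotan II plus saturating MCL0020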
#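 System: U2OS-MC4R stable cell line; Technique: Eu-cAMP/anti-cAMP TR-FRET, emission 671 nm; Repeats: single well per compound; Also added: Melanotan II; Dosing: one concentration, 6.5 µM nominal; Schedule: 30-min compound, 1-h challenge, 1-h detection, room temperature.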
# MC4R ag barr: agonists of human melanocortin 4 receptor (MC4R) beta-arrestin | P32245 | U2OS MC4R beta-arrestin complementation, luminescence; percent of melanotan II response, DMSO zero | activation, % at 8.9 µM | 360,000 compounds, 0.98% hits;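 active = activation above a per-plate cutoff, the mean activation of sample wells on that plate plus 3 SD, cut at about 8% in these data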
# CaV13 ICDI inh: Primary screen for inhibitors of IQ motif and Ca2+-dependent inactivation inhibitor domain binding in CACNA1D, Förster resonance energy transfer in living cells, …; HEK cells, CFP/YFP FRET ICDI-IQ, plate reader, 10 min; percent FRET-ratio fall versus neutral wells; inhibition, % at 12.3 µM; 340,000 compounds, 0.098% hits;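 active = mean replicate inhibition of at least 30% and at least 1% of replicates passing that level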;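 note: 0% = median of the neutral control wells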
# HTR2A ag: mouse HTR2A agonism via beta-arrestin recruitment; CHO-K1 mHTR2A beta-arrestin complementation, luminescence; percent of 30 µM serotonin response; activation, % at 7.6 µM; 360,000 compounds, 0.66% hits; AID 624169;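 active = activation above a run cutoff, the mean activation of all tested compounds plus 3 SD, cut at about 14% in these data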;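 note: 0% = plate median of compound wells and 100% = 30 µM serotonin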
# ABHD5-PLIN5 inh: inhibitors of human ABHD5-perilipin-5 interaction; Q00G26+Q8WTS1; Split G. princeps luciferase complementation, luminescence, 4 h; inhibition, % at 4 µM; 360,000 compounds, 0.78% hits;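 active = inhibition above the mean inhibition across every tested compound plus 3 SD, cut at about 22% in these data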;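 note: 0% = DMSO only wells and the 100% control is not disclosed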
# Target sequence (Q00G26 whole entry, looked up): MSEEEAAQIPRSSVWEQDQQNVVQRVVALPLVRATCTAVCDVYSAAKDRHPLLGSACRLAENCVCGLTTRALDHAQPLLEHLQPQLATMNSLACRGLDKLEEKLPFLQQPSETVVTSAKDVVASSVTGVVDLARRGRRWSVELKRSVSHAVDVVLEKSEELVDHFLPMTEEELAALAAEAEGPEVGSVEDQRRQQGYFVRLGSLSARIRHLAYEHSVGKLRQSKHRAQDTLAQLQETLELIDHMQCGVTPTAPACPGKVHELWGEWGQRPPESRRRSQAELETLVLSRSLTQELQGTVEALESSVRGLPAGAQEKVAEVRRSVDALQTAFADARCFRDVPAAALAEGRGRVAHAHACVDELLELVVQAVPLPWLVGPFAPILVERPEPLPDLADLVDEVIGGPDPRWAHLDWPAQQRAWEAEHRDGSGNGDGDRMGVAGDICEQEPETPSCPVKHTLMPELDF
# Target sequence (Q8WTS1 whole entry, looked up): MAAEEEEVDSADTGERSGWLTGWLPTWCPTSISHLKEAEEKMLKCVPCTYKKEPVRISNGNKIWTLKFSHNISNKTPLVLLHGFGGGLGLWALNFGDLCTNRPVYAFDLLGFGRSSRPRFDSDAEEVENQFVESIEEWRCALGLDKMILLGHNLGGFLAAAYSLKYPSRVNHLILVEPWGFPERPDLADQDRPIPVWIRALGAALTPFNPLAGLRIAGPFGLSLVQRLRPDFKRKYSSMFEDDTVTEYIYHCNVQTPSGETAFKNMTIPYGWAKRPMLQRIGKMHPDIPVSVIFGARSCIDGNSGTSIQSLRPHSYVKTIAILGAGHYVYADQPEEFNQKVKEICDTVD
# Exocytosis inh: blocks lytic granule exocytosis; AID 651702; inhibition, % at 10 µM; 360,000 compounds, 0.66% hits; TALL-104 LAMP-1 surface exposure, flow cytometry; cells stimulated with thapsigargin and PMA;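 active = inhibition above about 55%, limit read from the data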
# PDI inh: inhibitors of human protein disulfide isomerase. P07237. PDI insulin aggregation turbidity, A650, 90 min. inhibition, % at 10 µM. 350,000 compounds, 0.052% hits. AID 588391;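 active = mean inhibition across replicates of 30% or more, whatever share of single replicates reach that level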;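 note: absorbance from insulin aggregation driven by PDI reduction with DTT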
# Glyco luc inh: blocks N-linked glycosylation in D54 reporter cells | D54 ERlucT glycosylation luciferase reporter, 24 h; percent of 100 nM tunicamycin response | reporter increase, % at 12.5 µM | 360,000 compounds, 0.23% hits;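 active = mean luciferase reporter signal, scaled so untreated is 0 and the glycosylation-blocking control 100, at or above a set limit in every replicate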;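 note: luciferase carries N-glycosylation sites so blocking glycosylation raises the light; 0% = median of neutral control wells and 100% = median of 100 nM tunicamycin wells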
# H9c2 protect: myocardial damage modulation in H9c2 cells; H9c2 cardiomyocytes, H2O2 injury protection, ATPLite, 2 h; protection from H2O2 cell death, % at 20 µM; 360,000 compounds, 0.63% hits;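 active = compounds giving at least 50% protection of heart cells from peroxide-induced death in the single-dose screen, raw or plate-pattern-corrected value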;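 note: 0% = DMSO wells with peroxide and 100% = DMSO wells without peroxide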
# ABCB6 inh MLPCN: blocks the human ABCB6 transporter. fluorescence ratio to DMSO, % at 10 µM. 360,000 compounds, 0.19% hits. AID 602162. K562-ABCB6 porphyrin accumulation, flow cytometry, 1 h; hits give low values;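 active = fluorescence ratio to DMSO below 75%, the collection mean minus 3 SD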;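 note: signal is porphyrin accumulated inside mitochondria; 100% equals median channel fluorescence of DMSO control wells; lower ratio means ABCB6 inhibition with less porphyrin fluorescence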
# An asterisk follows results filed as active; / = not tested or not shown.
SMILES,MC4R antagonist,MC4R ag barr,CaV13 ICDI inh,HTR2A ag,ABHD5-PLIN5 inh,Exocytosis inh,PDI inh,Glyco luc inh,H9c2 protect,ABCB6 inh MLPCN
Cc1c(C(=O)OCC(=O)NCc2ccco2)oc2ccccc12,7.7,-1.5,-3.3,-0.4,3.8,0.7,10.1,2.3,-0.4,97.0
O=C(Nc1ccc(Br)cc1Cl)NC1CC1,3.0,-2.0,-5.1,-1.1,-1.6,0.4,-13.1,1.7,-16.9,96.0
O=Cc1cc([N+](=O)[O-])ccc1N1CCOCC1,12.9,-3.0,-15.1,-2.4,2.7,-8.8,2.7,5.9,8.7,97.0
O=C(CCS(=O)(=O)c1ccc(Br)cc1)N1CCN(Cc2ccccc2)CC1,21.0,3.4,-4.8,10.6,1.6,-0.6,5.9,-1.7,-9.3,95.0
CCN1CCN(S(=O)(=O)c2ccc(S(=O)(=O)NC3CC3)cc2)CC1,-1.8,-1.1,-4.8,-2.9,-4.0,-1.4,7.8,-0.3,-0.9,93.0
O=C1c2ccccc2C(=O)N1CCCCN(C(=O)c1cccc([N+](=O)[O-])c1)c1ccc(Cl)cc1,3.5,-2.5,-4.5,-0.2,6.9,-0.2,9.3,-4.2,2.2,91.0
CCOc1cc(/C=C2\C(=N)N3N=C(S(C)(=O)=O)SC3=NC2=O)ccc1OCCOc1cccc(OC)c1,7.9,0.3,-2.1,-2.6,2.3,-1.2,-11.2,1.0,0.1,107.0
O=S(=O)(Nc1ccccn1)c1ccc(Br)cc1,5.6,-1.7,-3.3,0.8,1.0,-1.7,-1.3,1.3,2.9,98.0
O=C1N=C(N2CCN(c3ccccc3)CC2)S/C1=C\c1cn[nH]c1-c1ccccc1,-3.3,8.5*,-4.6,-3.0,-0.6,2.3,-7.0,9.6,31.3,93.0
CC(C)CC(=O)NNC(=S)Nc1ccc(S(N)(=O)=O)cc1,-1.1,-1.8,-5.0,0.5,-10.1,1.8,1.3,-0.7,-4.3,101.0
c1ccc(CN2CCN(CCCNc3ccc4nnc(-c5ccccc5)n4n3)CC2)cc1,1.9,-0.3,/,-2.3,7.7,7.1,0.8,1.7,79.0*,100.0
NC(=O)C(c1ncc(C(F)(F)F)cc1Cl)c1c(Cl)cccc1Cl (centres undefined),0.4,-1.5,-5.2,3.0,-1.4,-5.5,2.2,-0.2,-7.9,98.0
COC(=O)/C(=N\OCc1ccc(C#N)cc1)c1c(C)nn(C)c1C,15.9,0.1,-4.5,-2.9,-1.6,-4.0,10.5,0.6,0.1,95.0
COc1ccc(CCNC(=O)COC(=O)C2COc3ccccc3O2)cc1 (centres undefined),9.2,-2.1,-5.0,-8.6,5.0,-3.1,-6.7,-0.6,3.0,94.0
C=CCN1C(=O)[C@H]2CCC=C[C@H]2[C@@H]1c1cccc(C)c1,8.0,1.2,-8.1,-1.4,-6.1,-0.5,-15.2,1.0,-3.7,99.0
COC(=O)c1ccc(NC(=O)CCN2C(=O)C3C4CCC(C4)C3C2=O)cc1 (centres undefined),6.9,-2.1,-4.6,-3.4,-6.2,-4.1,-0.7,4.8,0.6,87.0
Cc1ccc(N(C)C(=O)c2ccc3c(Cl)c4c(nc3c2)CCC4)cc1C,-0.6,2.4,-5.9,1.6,4.9,8.0,/,-2.5,14.9,96.0
CC1(C)CN(c2ccccc2)N(C(=O)c2ccc(F)cc2)C1=O,1.0,-2.0,-7.9,-9.1,-0.5,-5.6,-1.5,10.4,4.6,100.0
CN(C)C(=O)c1cccc(-c2cccc3nccn23)c1,0.3,-1.1,-5.8,-2.7,-0.9,0.6,-8.4,-1.2,3.2,104.0
CC(C)NC(=O)NC(=O)COc1ncnc2sccc12,4.0,-1.4,-3.4,8.1,-2.0,-1.4,1.0,-0.1,-1.0,94.0
COc1ccc(C(CC(=O)NCCN2CCOCC2)NS(=O)(=O)c2ccc(C)cc2)cc1 (centres undefined),1.0,-0.6,-9.3,-0.4,1.0,3.9,8.9,-1.5,3.6,99.0
CSc1ccc(CN(C)CCc2ccccn2)cc1,0.4,0.6,-2.5,4.5,-3.4,-2.4,10.9,-0.2,8.2,98.0
C=CCNC(=S)N/N=C1\CCS(=O)(=O)c2ccccc21,4.9,-1.8,-3.6,1.8,3.4,12.3,-16.1,4.8,1.8,96.0
O=C(O)/C=C/C(=O)Nc1nccs1,3.9,-0.1,-7.3,6.2,-0.3,-5.9,11.9,0.2,2.8,98.0

# A few values from the entries so far.
# In Exocytosis inh, NC(=O)C(c1ncc(C(F)(F)F)cc1Cl)c1c(Cl)cccc1Cl (centres undefined) is entered as -5.5
# In PDI inh, C=CCN1C(=O)[C@H]2CCC=C[C@H]2[C@@H]1c1cccc(C)c1 is entered as -15.2

# Another view of part of the listing above:
compound | MC4R antagonist | MC4R ag barr | CaV13 ICDI inh | HTR2A ag | ABHD5-PLIN5 inh | Exocytosis inh | PDI inh | Glyco luc inh | H9c2 protect | ABCB6 inh MLPCN
O=C(Nc1ccc(Br)cc1Cl)NC1CC1 | 3.0 | -2.0 | -5.1 | -1.1 | -1.6 | 0.4 | -13.1 | 1.7 | -16.9 | 96.0
O=Cc1cc([N+](=O)[O-])ccc1N1CCOCC1 | 12.9 | -3.0 | -15.1 | -2.4 | 2.7 | -8.8 | 2.7 | 5.9 | 8.7 | 97.0
O=C(CCS(=O)(=O)c1ccc(Br)cc1)N1CCN(Cc2ccccc2)CC1 | 21.0 | 3.4 | -4.8 | 10.6 | 1.6 | -0.6 | 5.9 | -1.7 | -9.3 | 95.0
CCN1CCN(S(=O)(=O)c2ccc(S(=O)(=O)NC3CC3)cc2)CC1 | -1.8 | -1.1 | -4.8 | -2.9 | -4.0 | -1.4 | 7.8 | -0.3 | -0.9 | 93.0
O=C1c2ccccc2C(=O)N1CCCCN(C(=O)c1cccc([N+](=O)[O-])c1)c1ccc(Cl)cc1 | 3.5 | -2.5 | -4.5 | -0.2 | 6.9 | -0.2 | 9.3 | -4.2 | 2.2 | 91.0
CCOc1cc(/C=C2\C(=N)N3N=C(S(C)(=O)=O)SC3=NC2=O)ccc1OCCOc1cccc(OC)c1 | 7.9 | 0.3 | -2.1 | -2.6 | 2.3 | -1.2 | -11.2 | 1.0 | 0.1 | 107.0
O=S(=O)(Nc1ccccn1)c1ccc(Br)cc1 | 5.6 | -1.7 | -3.3 | 0.8 | 1.0 | -1.7 | -1.3 | 1.3 | 2.9 | 98.0
O=C1N=C(N2CCN(c3ccccc3)CC2)S/C1=C\c1cn[nH]c1-c1ccccc1 | -3.3 | 8.5* | -4.6 | -3.0 | -0.6 | 2.3 | -7.0 | 9.6 | 31.3 | 93.0
CC(C)CC(=O)NNC(=S)Nc1ccc(S(N)(=O)=O)cc1 | -1.1 | -1.8 | -5.0 | 0.5 | -10.1 | 1.8 | 1.3 | -0.7 | -4.3 | 101.0
c1ccc(CN2CCN(CCCNc3ccc4nnc(-c5ccccc5)n4n3)CC2)cc1 | 1.9 | -0.3 | / | -2.3 | 7.7 | 7.1 | 0.8 | 1.7 | 79.0* | 100.0
NC(=O)C(c1ncc(C(F)(F)F)cc1Cl)c1c(Cl)cccc1Cl (centres undefined) | 0.4 | -1.5 | -5.2 | 3.0 | -1.4 | -5.5 | 2.2 | -0.2 | -7.9 | 98.0
COC(=O)/C(=N\OCc1ccc(C#N)cc1)c1c(C)nn(C)c1C | 15.9 | 0.1 | -4.5 | -2.9 | -1.6 | -4.0 | 10.5 | 0.6 | 0.1 | 95.0
COc1ccc(CCNC(=O)COC(=O)C2COc3ccccc3O2)cc1 (centres undefined) | 9.2 | -2.1 | -5.0 | -8.6 | 5.0 | -3.1 | -6.7 | -0.6 | 3.0 | 94.0
C=CCN1C(=O)[C@H]2CCC=C[C@H]2[C@@H]1c1cccc(C)c1 | 8.0 | 1.2 | -8.1 | -1.4 | -6.1 | -0.5 | -15.2 | 1.0 | -3.7 | 99.0
